D1 PAM: potentiators of human D1 dopamine receptor | P21728 | HEK293 TREx D1 cells, calcium flux, dopamine EC20 potentiation | AID 504651 | 360,000 compounds, 0.036% hits | potentiation, % at 10 µM; in the data active = potentiation above about 30%; also: 0% is about no effect
D2 antag: antagonizes the human D2 dopamine receptor; 340,000 compounds, 2% hits; inhibition, % at 10 µM; P14416; AID 485344; HEK293 TREx D2 cells, calcium flux, dopamine EC80; in the data active = inhibition above about 30%; also: 0% is about no effect
Target sequence (P14416 whole entry, looked up): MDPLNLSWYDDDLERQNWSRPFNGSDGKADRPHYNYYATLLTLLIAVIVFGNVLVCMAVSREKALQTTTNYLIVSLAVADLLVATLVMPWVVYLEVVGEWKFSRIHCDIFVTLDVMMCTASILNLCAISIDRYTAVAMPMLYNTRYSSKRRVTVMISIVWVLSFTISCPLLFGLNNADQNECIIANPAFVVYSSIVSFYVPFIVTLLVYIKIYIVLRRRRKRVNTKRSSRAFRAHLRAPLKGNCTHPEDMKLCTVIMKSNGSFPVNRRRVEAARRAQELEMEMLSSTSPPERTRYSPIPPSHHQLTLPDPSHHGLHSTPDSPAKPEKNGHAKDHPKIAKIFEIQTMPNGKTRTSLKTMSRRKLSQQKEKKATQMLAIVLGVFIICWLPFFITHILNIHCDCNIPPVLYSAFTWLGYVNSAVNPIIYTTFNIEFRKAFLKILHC
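In this primary screen, negative modulation is detected by tracking calcium flux after an EC80 dopamine challenge in inducible HEK293 T-REx D2 cells preexposed to test compound for 180 s.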
D1 agonist: agonists of human D1 dopamine receptor; activation, % at 2 µM; AID 504660; P21728; HEK293 T-REx D1 cells, calcium flux, agonist mode; 360,000 compounds, 1% hits; also: 0% is about no effect
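Inducible HEK293 T-REx D1 cells, force-coupled to calcium signalling, were plated at 4000 cells/well with tetracycline and held overnight at 30 C. After no-wash calcium dye loading, compound-evoked calcium rise over 180 s flagged agonists.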
D2 agonist: activates the human D2 dopamine receptor; P14416; HEK293 T-REx D2 cells, calcium flux agonist mode; activation, % at 2 µM; 340,000 compounds, 0.53% hits; AID 485358;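 active = activation over 3 SD above normal in the single-dose calcium agonist read, cut at about 30% in these data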; also: 0% is about no effect
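Agonism scored from kinetic calcium signal (1 read/sec, 180 s) following compound pin transfer, after a 10 s baseline. Cells: HEK293 Trex line expressing inducible D2 receptor coupled to calcium, dye-loaded after overnight culture at 30 C.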
D2 potentiator: positive allosteric modulators of human D2 dopamine receptor | potentiation, % at 10 µM | HEK293 T-REx D2, calcium flux, EC20 dopamine potentiation | P14416 | 340,000 compounds, 0.34% hits;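 active = potentiation over 3 SD above the plate norm, cut at about 30% in these data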; also: 0% is about no effect
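Potentiation of an EC20 dopamine calcium response measured kinetically over 180 s, after a preceding 180 s compound-only read flagging agonists. Cells: inducible Hek293 Trex D2 line, 4000/well, cultured overnight at 30 C before dye loading.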
D1 antag: blocks dopamine activation of the human D1 receptor | P21728 | HEK293 TREx D1 cells, calcium flux, dopamine EC80; stronger effect = lower value | activity change, negative = inhibition, % at 10 µM | 360,000 compounds, 3.2% hits; in the data active = activity change below about -30%; also: % is scaled to controls: 0 for no effect and ±100 for the full control effect
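Calcium flux readout: force-coupled, inducible Hek293 Trex D1 line, cells induced overnight at 30 C with tetracycline, dye-loaded 30–90 min at RT. Antagonism scored against EC80 dopamine challenge given 180 s after compound.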
TRHR PAM: TRH receptor (human) allosteric enhancement. P34981. AID 493056. 360,000 compounds, 0.66% hits. TRHR cells, fluo-8 calcium fluorescence, EC20 TRH enhancement. enhancement, % at 2 µM; in the data active = enhancement above about 30%; also: 0% is about no effect
Target sequence (P34981 whole entry, looked up): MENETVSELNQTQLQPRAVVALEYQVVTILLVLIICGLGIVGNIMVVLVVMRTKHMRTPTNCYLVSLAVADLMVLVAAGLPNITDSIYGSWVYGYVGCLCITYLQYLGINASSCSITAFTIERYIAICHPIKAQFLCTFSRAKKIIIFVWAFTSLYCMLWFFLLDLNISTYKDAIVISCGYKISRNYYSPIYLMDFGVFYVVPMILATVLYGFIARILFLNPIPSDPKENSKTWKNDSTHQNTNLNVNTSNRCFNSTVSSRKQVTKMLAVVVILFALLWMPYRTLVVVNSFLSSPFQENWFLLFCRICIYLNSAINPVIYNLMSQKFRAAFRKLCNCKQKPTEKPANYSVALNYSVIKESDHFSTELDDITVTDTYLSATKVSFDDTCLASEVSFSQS
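Enhancer read-out: after compound pinning and an initial kinetic agonist-mode read, an EC20 of TRH (10 nM final) was injected and fluo-8 calcium signal (Ex 480/Em 530) followed at 1 s/cycle for 100 cycles in TRHR-expressing cells.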
TRHR agonist: agonists of human TRH receptor; TRHR cells, calcium flux fluo-8, FDSS agonist mode; activation, % at 2 µM; 360,000 compounds, 0.18% hits; AID 493084; also: 0% is about no effect
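Agonist-mode FDSS calcium read (Ex 480/Em 530, 1 s cycles) in 1536-well TRHR cells with fluo-8 dye, after 10-cycle baseline and 23 nL compound addition; TRH at EC20 (10 nM final) added afterwards for the enhancer phase.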
RXFP1 antagonist: RXFP1 (human) relaxin receptor antagonism; HEK293-RXFP1, relaxin-stimulated cAMP HTRF, 30 min; stronger effect = lower value; activity change, negative = inhibition, % at 57.5 µM; 350,000 compounds, 0.59% hits; AID 1259400;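 active = activity change of -60% or lower, but not beyond a set lower limit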; also: % is scaled to controls: 0 for no effect and ±100 for the full control effect
Starred values were filed as active, the others as inactive; x = not tested or not shown; & = joins results of further samples. Rule as the data show it, unless noted: active = activation above about 30%; inactive = the rest.

(1) C=CCNc1nc(Cl)nc(Nc2cc(Cl)ccc2OC)n1
(2) Cc1ccc(NC2=C(c3ccc(C(F)(F)F)cc3)C(=O)c3ccccc32)cc1F
(3) COc1cc(C(=O)NNC(=O)C2CC=CCC2C(=O)O)cc(OC)c1OC (configuration not stated)
(4) Cn1c(SCc2ccc(F)cc2)nc2ccc(C(=O)NCc3ccc(Cl)cc3)cc21
(5) O=C(Nc1ccccc1N1CCOCC1)C1CCN(S(=O)(=O)c2ccc(Cl)cc2)CC1

| assay / entry | 1 | 2 | 3 | 4 | 5 |
| --- | --- | --- | --- | --- | --- |
| D1 PAM | -5 | 8 | -4 | -5 | -1 |
| D2 antag | 4 | x | -4 | x | -17 |
| D1 agonist | 2 | 0 | 3 | 11 | 0 |
| D2 agonist | 2.2 | 0.9 | -0.3 | 0.1 | 0.6 |
| D2 potentiator | -2 | -4 | 2 | -3 | -3 |
| D1 antag | 9 | -33* | -9 | -6 | -16 |
| TRHR PAM | -1 | -16 | 3 | 1 | -9 |
| TRHR agonist | -0.3 | 0.0 | 0.2 | -0.2 | -0.2 |
| RXFP1 antagonist | -15 | -20 | 24 | -8 | -5 |

(6) COc1ccc(-c2cc3ncc(-c4ccccc4)c(N)n3n2)cc1
(7) c1ccc(Cn2ccc(-c3cnc(-c4ccccc4)s3)n2)cc1
(8) CN(Cc1ccccc1F)C(=O)CCNC(=O)c1ccc(C(C)(C)C)cc1
(9) Cc1ccc(OCC(=O)NCC(=O)Nc2ccc(F)c(F)c2F)c([N+](=O)[O-])n1
(10) CC1CN(c2nc3ccccn3c(=O)c2/C=C(\C#N)S(=O)(=O)c2ccccc2)CC(C)O1 (configuration not stated)

| assay / entry | 6 | 7 | 8 | 9 | 10 |
| --- | --- | --- | --- | --- | --- |
| D1 PAM | -8 | -4 | -3 | -2 | 0 |
| D2 antag | -21 | 1 | 19 | 5 | -2 |
| D1 agonist | -3 | 8 | -1 | 1 | 3 |
| D2 agonist | -1.6 | 0.4 | 0.4 | -0.5 | -0.7 |
| D2 potentiator | -2 | -2 | -7 | -12 | -1 |
| D1 antag | x | -17 | -20 | 17 | 2 |
| TRHR PAM | -3 | -2 | 28 | 0 | -5 |
| TRHR agonist | -1.6 | 1.0 | 0.4 | 0.4 | 0.7 |
| RXFP1 antagonist | -20 | -12 | 4 | -2 | 4 |

(11) COCCNC(=S)N=Nc1c(O)[nH]c2c(C)cc(C)cc12
(12) Cc1nn(Cc2ccccc2)c(C)c1NC(=O)CCCn1nc([N+](=O)[O-])cc1C
(13) Cc1ccc(NC(=O)CCNC(=O)Nc2ccccc2)cc1S(=O)(=O)N(C)C
(14) CCCCn1c(-c2ccc(Br)cc2F)nc2c1c(=O)[nH]c(=O)n2CC(C)C
(15) Oc1ccc(N=C/C=C/c2ccc(Br)cc2)cc1-c1nc2ccccc2s1

| assay / entry | 11 | 12 | 13 | 14 | 15 |
| --- | --- | --- | --- | --- | --- |
| D1 PAM | 10 | -6 | -15 | 5 | -3 |
| D2 antag | 0 | 4 | 17 | -17 | 1 |
| D1 agonist | 2 | 4 | 2 | 3 | 2 |
| D2 agonist | 3.2 | -0.3 | -0.4 | -2.6 | 3.5 |
| D2 potentiator | -8 | -1 | 2 | 21 | 8 |
| D1 antag | -13 | -17 | -13 | 4 | -9 |
| TRHR PAM | 0 | -5 | 0 | 2 | -1 |
| TRHR agonist | -0.1 | 0.0 | 0.2 | 1.2 | 1.9 |
| RXFP1 antagonist | -12 | -16 | -1 | -16 | x |

(16) CC(C)Oc1ccc(C2CC(=O)N(c3ccc(C(=O)O)cc3)C2=O)cc1 (configuration not stated)
(17) Cc1ccc(CCNC(=O)c2cnc3c(-c4ccc(F)cc4)c(C)nn3c2C)cc1
(18) Cc1ccc(S(=O)(=O)NCCC(=O)Nc2ccc(Cl)c(Cl)c2)cc1
(19) Cc1ccc(-c2cc(C(=O)N/N=C/c3ccc(Cl)cc3)n[nH]2)o1
(20) COc1ccc(C(=O)/C=C2/c3ccccc3CC(C)(C)N2C)cc1

| assay / entry | 16 | 17 | 18 | 19 | 20 |
| --- | --- | --- | --- | --- | --- |
| D1 PAM | 1 | -6 | -14 | -1 | -2 |
| D2 antag | x | x | -16 | 6 | -30 |
| D1 agonist | -1 | 0 | 2 | -4 | 1 |
| D2 agonist | x | 0.4 | -0.4 | -0.9 | -0.7 |
| D2 potentiator | x | -11 | -5 | 25 | 9 |
| D1 antag | 0 | -8 | -11 | 7 | -9 |
| TRHR PAM | -5 | -8 | 7 | -9 | -9 |
| TRHR agonist | 0.5 | -0.3 | -1.6 | -0.8 | 1.0 |
| RXFP1 antagonist | 12 | -13 | -29 | -17 | -6 |

(21) CCOCCCNC(=O)C(c1ccc(Cl)cc1)N1CCC2(CC1)OCCO2 (configuration not stated)
(22) O=S1(=O)CC/C(=N/Nc2ccc(C(F)(F)F)cn2)c2cc(F)ccc21
(23) CCc1ccccc1NC(=O)Cn1nc(C(F)(F)F)c2c1CCC2
(24) COc1ccc(CCC(C)NC2C3CC4CC(C3)CC2C4)cc1 (configuration not stated)
(25) CC(CN1CCCCC1)OC(=O)Cc1ccc(Cl)cc1 (configuration not stated)
(26) CCCc1cc(=O)oc2cc(C)cc(O)c12
(27) COc1ccc(OC)c(N(CC(=O)N2CCCC2)S(C)(=O)=O)c1
(28) O=c1oc2ccccc2c(O)c1/C=C1\C=Nc2ccccc21

| assay / entry | 21 | 22 | 23 | 24 | 25 | 26 | 27 | 28 |
| --- | --- | --- | --- | --- | --- | --- | --- | --- |
| D1 PAM | 1 | 11 | -4&-7 | 0 | -4 | -12 | -5 | 0 |
| D2 antag | -3 | -4 | x | 40* | -8 | 6 | -12 | 3 |
| D1 agonist | -1 | 0 | -1&8 | 10 | 2 | 19 | 4 | 8 |
| D2 agonist | -0.3 | 3.4 | -0.9 | 0.8 | -0.1 | -0.7 | 0.9 | -0.1 |
| D2 potentiator | -6 | 12 | 0 | -18 | 7 | 8 | -1 | 4 |
| D1 antag | 42 | -52* | 7&0 | -71* | -1 | -8 | -6 | -5 |
| TRHR PAM | -1 | 17 | 0&6 | 6 | 3 | -3 | 1 | -1 |
| TRHR agonist | 0.4 | 0.8 | -0.2&-0.1 | 1.0 | 0.7 | 4.8 | -0.2 | 0.3 |
| RXFP1 antagonist | 4 | -14 | 9 | 6 | 4 | -6 | 1 | 0 |

Random excerpt: seven records from the list, in no set order.
(23) CCc1ccccc1NC(=O)Cn1nc(C(F)(F)F)c2c1CCC2
(24) COc1ccc(CCC(C)NC2C3CC4CC(C3)CC2C4)cc1 (configuration not stated)
(26) CCCc1cc(=O)oc2cc(C)cc(O)c12
(28) O=c1oc2ccccc2c(O)c1/C=C1\C=Nc2ccccc21
(21) CCOCCCNC(=O)C(c1ccc(Cl)cc1)N1CCC2(CC1)OCCO2 (configuration not stated)
(22) O=S1(=O)CC/C(=N/Nc2ccc(C(F)(F)F)cn2)c2cc(F)ccc21
(25) CC(CN1CCCCC1)OC(=O)Cc1ccc(Cl)cc1 (configuration not stated)

| assay / entry | 23 | 24 | 26 | 28 | 21 | 22 | 25 |
| --- | --- | --- | --- | --- | --- | --- | --- |
| D1 PAM | -4&-7 | 0 | -12 | 0 | 1 | 11 | -4 |
| D2 antag | x | 40* | 6 | 3 | -3 | -4 | -8 |
| D1 agonist | -1&8 | 10 | 19 | 8 | -1 | 0 | 2 |
| D2 agonist | -0.9 | 0.8 | -0.7 | -0.1 | -0.3 | 3.4 | -0.1 |
| D2 potentiator | 0 | -18 | 8 | 4 | -6 | 12 | 7 |
| D1 antag | 7&0 | -71* | -8 | -5 | 42 | -52* | -1 |
| TRHR PAM | 0&6 | 6 | -3 | -1 | -1 | 17 | 3 |
| TRHR agonist | -0.2&-0.1 | 1.0 | 4.8 | 0.3 | 0.4 | 0.8 | 0.7 |
| RXFP1 antagonist | 9 | 6 | -6 | 0 | 4 | -14 | 4 |
